From PubChem
proCasp7 act: activates human procaspase-7, counter-screen for procaspase-3 activators | AID 463210 | activation, % at 8.5 µM | P55210 | recombinant procaspase-7, Ac-DEVD-pNA absorbance 405 nm; D23A/D198A/D206A triple mutant, cannot self-cleave; scale: DMSO 0, 5 µM enzyme 100 | actives 0.093% (n = 330,000);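 active = percent activation above the screen-wide mean plus 3 SD, cut at about 25% in these data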
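System: Procaspase-7 triple mutant (PC-7 D3A); measure: % activation from two-timepoint absorbance difference, scaled to controls; times: 1 h compound preincubation, 2 h substrate cleavage, 25 °C; also added: Ac-DEVD-pNA substrate, 400 µM as added; measured by: Epi-absorbance of released pNA at 405 nm, two timepoints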
proCasp3 act: procaspase-3 (human) activation | actives 0.11% (n = 330,000) | recombinant procaspase-3 D3A, Ac-DEVD-pNA absorbance 405 nm | activation, % at 8.5 µM | P42574;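 active = activation above the mean of all tested compounds plus 3 SD, cut at about 21% in these data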;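 note: 0% = DMSO alone and 100% = DMSO wells spiked with extra 5 µM PC-3 D3A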
Target sequence (P42574 whole entry D9A/D28A/D175A): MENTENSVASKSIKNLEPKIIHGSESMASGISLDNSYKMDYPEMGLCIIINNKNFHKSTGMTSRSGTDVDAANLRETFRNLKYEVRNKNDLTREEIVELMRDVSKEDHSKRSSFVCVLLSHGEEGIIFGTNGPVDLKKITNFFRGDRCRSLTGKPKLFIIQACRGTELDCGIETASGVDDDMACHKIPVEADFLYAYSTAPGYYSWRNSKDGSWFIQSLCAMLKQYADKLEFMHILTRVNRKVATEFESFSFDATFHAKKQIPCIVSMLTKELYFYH
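System: Procaspase-3 D3A mutant. Medium: Zinc-free 300 mM NaCl, 50 mM HEPES, 0.01% Triton X-100. Schedule: 1 h preincubation plus 2 h reaction at 25 °C. Measured by: 405 nm absorbance of p-nitroaniline, reads at 0 and 120 min. Read-out: percent activation relative to control range.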
AHR activator: activates the human aryl hydrocarbon receptor | P35869 | AHR-responsive luciferase reporter cells, luminescence | activation, % at 5 µM | actives 2.5% (n = 320,000); in the data active = activation above about 47%;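 note: 0% = vehicle wells and 100% = reference agonist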
Target sequence (P35869 whole entry, looked up): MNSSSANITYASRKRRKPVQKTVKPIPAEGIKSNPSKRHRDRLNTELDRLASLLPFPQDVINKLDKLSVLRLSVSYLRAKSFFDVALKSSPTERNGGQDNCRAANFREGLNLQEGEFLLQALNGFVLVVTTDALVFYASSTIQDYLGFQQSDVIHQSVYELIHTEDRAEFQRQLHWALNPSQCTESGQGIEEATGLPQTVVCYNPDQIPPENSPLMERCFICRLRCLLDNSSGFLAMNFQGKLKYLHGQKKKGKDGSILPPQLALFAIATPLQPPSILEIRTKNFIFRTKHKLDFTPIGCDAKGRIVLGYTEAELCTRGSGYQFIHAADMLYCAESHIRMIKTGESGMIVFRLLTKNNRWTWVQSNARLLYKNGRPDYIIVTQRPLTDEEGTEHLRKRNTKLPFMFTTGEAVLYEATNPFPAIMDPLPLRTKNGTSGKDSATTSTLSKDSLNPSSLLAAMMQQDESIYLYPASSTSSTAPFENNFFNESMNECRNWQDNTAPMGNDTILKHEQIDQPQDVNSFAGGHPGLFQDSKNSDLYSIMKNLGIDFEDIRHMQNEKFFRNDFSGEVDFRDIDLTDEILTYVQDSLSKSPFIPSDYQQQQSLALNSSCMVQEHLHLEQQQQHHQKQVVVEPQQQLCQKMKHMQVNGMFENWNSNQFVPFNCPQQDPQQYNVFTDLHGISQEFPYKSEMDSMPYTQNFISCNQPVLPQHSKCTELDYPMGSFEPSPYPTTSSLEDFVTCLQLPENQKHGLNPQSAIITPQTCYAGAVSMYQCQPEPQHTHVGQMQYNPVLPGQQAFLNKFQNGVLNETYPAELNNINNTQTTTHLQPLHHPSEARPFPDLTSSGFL
Starred values were filed as active, the others as inactive. An excerpt. The share of hits here may be higher or lower than overall.

CC(CN(C)Cc1ccccc1)OC(=O)c1ccc(F)cc1 (stereo unspecified) was read as proCasp7 act -2.8, proCasp3 act 6.9 and AHR activator -2.2.
For CCCCCCNC(=O)N1C/C=C\C(c2ccc(OC)cc2)N(Cc2ccc(F)cc2)C(=O)C1 (stereo unspecified) the results were proCasp7 act 8.8, proCasp3 act 1.5 and AHR activator -0.2.
CCO[C@H]1OC(C(=O)N2CCN(Cc3ccccc3)CC2)=C[C@@H](c2coc3ccccc3c2=O)[C@@H]1CCCO was read as proCasp7 act 5.0, proCasp3 act 2.2 and AHR activator 0.8.
O=S1(=O)CCOC[C@H](Cc2ccccc2)N1Cc1ccc(Cl)cc1 was read as proCasp7 act 10.7, proCasp3 act 3.2 and AHR activator 8.9.
Screening Cc1nn(C)c(C(=O)N2CCc3ccccc32)c1Br returned proCasp7 act 3.4, proCasp3 act 7.7 and AHR activator 17.2.
C[C@H](CO)N1C[C@H](C)[C@@H](CN(C)S(=O)(=O)c2ccccc2)Oc2ccc(NC(=O)c3ccncc3)cc2C1=O was read as proCasp7 act 2.4, proCasp3 act 0.2 and AHR activator 0.1.
For Cc1ccc(S(=O)(=O)N(C(=O)c2ccncc2)c2ccc(OC(=O)c3ccncc3)cc2)cc1 the results were proCasp7 act 11.1, proCasp3 act 3.5 and AHR activator 1.4.
`CCCn1nc2cc(C(=O)NCc3ccc(OC(F)(F)F)cc3)ccc2c1OCC` gave proCasp7 act 0.0, proCasp3 act 7.3 and AHR activator -2.2.
`Cc1ccc(NN=C2c3ccccc3-c3ccccc32)cc1` gave proCasp7 act -11.8, proCasp3 act -11.6 and AHR activator 67.9*.
For Cc1cccc(NC(=S)N2CCN(Cc3ccccc3)CC2)c1C the results were proCasp7 act 4.1, proCasp3 act 2.6 and AHR activator -0.5.

Five entries drawn at random from those above, as already listed:
O=S1(=O)CCOC[C@H](Cc2ccccc2)N1Cc1ccc(Cl)cc1 was read as proCasp7 act 10.7, proCasp3 act 3.2 and AHR activator 8.9.
For Cc1cccc(NC(=S)N2CCN(Cc3ccccc3)CC2)c1C the results were proCasp7 act 4.1, proCasp3 act 2.6 and AHR activator -0.5.
For CCCCCCNC(=O)N1C/C=C\C(c2ccc(OC)cc2)N(Cc2ccc(F)cc2)C(=O)C1 (stereo unspecified) the results were proCasp7 act 8.8, proCasp3 act 1.5 and AHR activator -0.2.
Screening Cc1nn(C)c(C(=O)N2CCc3ccccc32)c1Br returned proCasp7 act 3.4, proCasp3 act 7.7 and AHR activator 17.2.
CC(CN(C)Cc1ccccc1)OC(=O)c1ccc(F)cc1 (stereo unspecified) was read as proCasp7 act -2.8, proCasp3 act 6.9 and AHR activator -2.2.

(next part)
`C[C@H](CO)N1C[C@H](C)[C@@H](CN(C)S(=O)(=O)c2ccc(F)cc2)Oc2c(NC(=O)Nc3ccc(C(F)(F)F)cc3)cccc2C1=O` gave proCasp7 act 13.8, proCasp3 act 5.9 and AHR activator -0.8.
COc1cccc(/C(O)=C/C(=O)C(=O)Nc2ccc(S(=O)(=O)NC(C)=O)cc2)c1 was read as proCasp7 act -10.1, proCasp3 act -4.9 and AHR activator 4.9.
`C=CCN1C(=O)/C(=C/c2ccc(OCC(=O)O)cc2)S/C1=N/c1nccs1` gave proCasp7 act -3.8, proCasp3 act -3.5 and AHR activator 0.9.
`C[C@H](CO)N1C[C@H](C)[C@@H](CN(C)Cc2ccncc2)Oc2c(NC(=O)CCC(F)(F)F)cccc2C1=O` gave proCasp7 act 10.9, proCasp3 act -1.9 and AHR activator 0.0.
Screening COc1ccc2[nH]c(-c3cccc(F)c3)cc(=O)c2c1 returned proCasp7 act -4.6, proCasp3 act 3.6 and AHR activator 58.2*.
CNC[C@H]1Oc2c(NS(=O)(=O)c3cccs3)cccc2C(=O)N([C@H](C)CO)C[C@@H]1C was read as proCasp7 act -2.6, proCasp3 act 3.9 and AHR activator -1.6.
For CC(C)(C)c1nc2c(s1)CCc1onc(-c3ccc(Cl)cc3)c1-2 the results were proCasp7 act 9.0, proCasp3 act 4.7 and AHR activator 0.0.
`C[C@H](CO)N1C[C@H](C)[C@@H](CN(C)Cc2ccccc2)Oc2ccc(NC(=O)CCCCCC(=O)Nc3ccccc3N)cc2C1=O` gave proCasp7 act 5.0, proCasp3 act 4.1 and AHR activator 3.0.
For CCNC(=S)Nc1ccccc1-c1ccccc1 the results were proCasp7 act 8.1, proCasp3 act 2.1 and AHR activator -1.0.
Screening Cc1cc(Cn2nc(-c3ccccc3)cc2C(=O)NCc2cccc(C(F)(F)F)c2)on1 returned proCasp7 act 7.3, proCasp3 act 13.3 and AHR activator 1.2.

Part of the list above in order of number of heavy atoms, descending.
`C[C@H](CO)N1C[C@H](C)[C@@H](CN(C)Cc2ccccc2)Oc2ccc(NC(=O)CCCCCC(=O)Nc3ccccc3N)cc2C1=O` gave proCasp7 act 5.0, proCasp3 act 4.1 and AHR activator 3.0.
For CC(C)(C)c1nc2c(s1)CCc1onc(-c3ccc(Cl)cc3)c1-2 the results were proCasp7 act 9.0, proCasp3 act 4.7 and AHR activator 0.0.
For CCNC(=S)Nc1ccccc1-c1ccccc1 the results were proCasp7 act 8.1, proCasp3 act 2.1 and AHR activator -1.0.

The results go on:
Screening Cc1nn(CC(=O)N(C)Cc2ccc(F)cc2)c(C)c1[N+](=O)[O-] returned proCasp7 act 8.7, proCasp3 act 7.4 and AHR activator -0.4.
Screening C[C@H](CO)N1C[C@H](C)[C@@H](CN(C)S(=O)(=O)c2cn(C)cn2)Oc2ccc(NC(=O)Cc3ccccc3)cc2C1=O returned proCasp7 act 0.9, proCasp3 act 0.7 and AHR activator -1.3.
For Cc1ccc(NC(=O)C(=O)NCCN2CCN(C(=S)Nc3ccccc3)CC2)cc1 the results were proCasp7 act 4.9, proCasp3 act 3.0 and AHR activator 2.8.
`O=C(NC1CCCC1)C(NS(=O)(=O)c1ccc(Br)s1)c1ccccc1` (stereo unspecified) gave proCasp7 act -4.8, proCasp3 act 4.7 and AHR activator -1.2.
For CC(=O)N1CCN(C(=S)NCc2ccccc2)CC1 the results were proCasp7 act 6.1, proCasp3 act 6.0 and AHR activator -0.2.
Cc1nn(Cc2ccc(Cl)cc2)c(Cl)c1/C=N/NC(=O)CNc1ccccc1F was read as proCasp7 act 2.5, proCasp3 act 4.8 and AHR activator 25.0.
`CCOC(=O)c1sc(SCc2ccccc2)c2c1CC(C)(C)CC2=O` gave proCasp7 act 1.8, proCasp3 act 9.6 and AHR activator -0.6.
`O=C(N/C(=C/c1ccc(Br)cc1)C(=O)N1CCCC1)c1ccccc1F` gave proCasp7 act 7.4, proCasp3 act -0.2 and AHR activator 2.5.
COc1ccc(S(=O)(=O)Nc2ccc3c(c2)C(=O)N([C@H](C)CO)C[C@H](C)[C@@H](CN(C)S(=O)(=O)c2ccccc2)O3)cc1 was read as proCasp7 act 1.6, proCasp3 act -0.6 and AHR activator -1.5.
Fc1ccc(-n2nnc(-c3cccnc3Cl)n2)cc1 was read as proCasp7 act 4.1, proCasp3 act 2.5 and AHR activator 79.4*.
`CC1=C(C(=O)OCc2ccccc2)C(c2ccc(C(F)(F)F)cc2)NC(=O)N1CCCCCC(=O)O` (stereo unspecified) gave proCasp7 act -7.2, proCasp3 act 6.4 and AHR activator 1.6.
For Cc1cc(C(=O)COC(=O)Cc2n[nH]c(=O)c3ccccc23)c(C)n1-c1ccc2c(c1)OCCO2 the results were proCasp7 act 5.4, proCasp3 act 6.5 and AHR activator 1.0.
`CC(C)[C@@H]1C=C(C(=O)O)O[C@H](OCCCCO)C1` gave proCasp7 act 1.4, proCasp3 act 5.9 and AHR activator 1.5.
For O=C(CN1CCOCC1)NN=C1CCCCCCCCCCC1 the results were proCasp7 act -3.6, proCasp3 act 4.1 and AHR activator 6.6.
CSc1nnc(C)c(=O)n1COC(=O)COc1ccc2ccccc2c1 was read as proCasp7 act 1.1, proCasp3 act 3.0 and AHR activator 9.7.
C#CCNC(=O)C1=C[C@@H](C2CCCCC2)C[C@@H](OCCCCO)O1 was read as proCasp7 act -8.3, proCasp3 act 2.2 and AHR activator -2.9.
Screening COc1cc(C2CC(=O)Oc3c(C(CCN4CCCC(C)C4)c4ccc(N(C)C)cc4)c(OC)cc(OC)c32)cc(OC)c1OC (stereo unspecified) returned proCasp7 act 4.9, proCasp3 act -1.2 and AHR activator 1.9.
Screening CN(C[C@H](Cc1ccccc1)N(C[C@H](Cc1ccccc1)N(CCc1cc(C(F)(F)F)cc(C(F)(F)F)c1)N=O)N=O)N=O returned proCasp7 act 4.5, proCasp3 act 0.0 and AHR activator 3.6.
C[C@H]1CN([C@@H](C)CO)C(=O)Cc2cc(NC(=O)CCC(F)(F)F)ccc2O[C@H]1CN(C)Cc1ccc(C(F)(F)F)cc1 was read as proCasp7 act 0.4, proCasp3 act 5.7 and AHR activator 10.6.
Screening CC(Cc1ccccc1)C(=O)N1CCN(C)CC1 (stereo unspecified) returned proCasp7 act -6.8, proCasp3 act 3.0 and AHR activator 3.5.
Cc1nn(-c2ccccc2Cl)c(Cl)c1/C=C(\C#N)C(N)=O was read as proCasp7 act -8.0, proCasp3 act -12.1 and AHR activator -1.8.
`Nc1c(Cl)cc(-c2csc(N3CCCC3c3nc4cc(Cl)c(N5CCCCC5)cc4n3CCCO)n2)cc1Cl` (stereo unspecified) gave proCasp7 act -0.1, proCasp3 act 3.7 and AHR activator 85.9*.
Screening COCCCNC(=S)NC(=O)c1ccc([N+](=O)[O-])cc1 returned proCasp7 act -0.5, proCasp3 act 1.1 and AHR activator 3.7.
Cn1c(N)c(C(=O)COC(=O)c2ccnc3ccccc23)c(=O)n(C)c1=O was read as proCasp7 act -1.7, proCasp3 act 16.2 and AHR activator 2.2.
COc1ccc(C[C@H]2CN3C(=NC[C@H]3Cc3ccccc3)N2CCNC(=O)CCC2CCCCC2)cc1 was read as proCasp7 act 1.6, proCasp3 act 2.9 and AHR activator 0.9.
For Cc1cc(NC(=O)/C=C/c2ccccc2Cl)no1 the results were proCasp7 act -5.0, proCasp3 act -7.8 and AHR activator 47.0.
Screening CC1(c2nnc(-c3ccccc3)o2)CC(c2ccccc2)=NO1 (stereo unspecified) returned proCasp7 act -0.7, proCasp3 act 10.1 and AHR activator 1.6.
C#Cc1ccc([C@@H]2C=C(C(=O)N3CCN(Cc4ccc5c(c4)OCO5)CC3)O[C@H](OCCCCO)C2)cc1 was read as proCasp7 act -7.7, proCasp3 act 7.1 and AHR activator 16.2.
Screening COc1ccc(-c2n[nH]c(=S)n2/N=C/C=C\c2ccccc2OC)cc1 returned proCasp7 act -4.3, proCasp3 act -1.7 and AHR activator 38.2.
For COC(=O)[C@]1(C)N[C@H](c2ccc(SC3CCCCC3)c(OC)c2)[C@@H]2C(=O)N(C)C(=O)[C@@H]21 the results were proCasp7 act 11.4, proCasp3 act 4.1 and AHR activator 1.7.
`CC(C)c1nc2c(s1)CCc1onc(-c3cccc([N+](=O)[O-])c3)c1-2` gave proCasp7 act 0.5, proCasp3 act -0.1 and AHR activator 2.5.
C#CCNC(=O)C1=C[C@H](C2CCCCC2)C[C@H](OCCCCO)O1 was read as proCasp7 act -0.3, proCasp3 act -4.2 and AHR activator -2.5.
O=C(NCc1cccc(C(F)(F)F)c1)C1CC(c2ccccc2F)=NO1 (stereo unspecified) was read as proCasp7 act -5.7, proCasp3 act 2.9 and AHR activator -3.4.
For COc1ccc(S(=O)(=O)Nc2ccc3c(c2)C(=O)N([C@H](C)CO)C[C@H](C)[C@H](CN(C)Cc2ccc(C(=O)O)cc2)O3)cc1 the results were proCasp7 act 0.3, proCasp3 act 6.4 and AHR activator 0.0.
For CNC[C@@H](Cc1ccccc1)NC[C@@H](CC1CCCCC1)NCCCc1ccccc1 the results were proCasp7 act -0.1, proCasp3 act 3.8 and AHR activator 0.1.
COc1cc(OC)c2c(-c3ccccc3)cc(=O)oc2c1C(CC(=O)N1CCOCC1)c1ccc2c(c1)OCO2 (stereo unspecified) was read as proCasp7 act 4.5, proCasp3 act 0.0 and AHR activator 0.3.
For COC(C[C@@H]1O[C@H]1C(=O)COCc1ccccc1)OC the results were proCasp7 act 0.9, proCasp3 act 0.5 and AHR activator 1.0.
For Cc1ccc(CNC(=O)c2cc(-c3ccccc3)nn2CC2CC(c3cccc([N+](=O)[O-])c3)=NO2)cc1 (stereo unspecified) the results were proCasp7 act -16.2, proCasp3 act 7.7 and AHR activator 0.0.
`C#CCOCCOCCOCCNc1nc(N2CCN(C(=O)[C@H](C)n3cc(CCCN=C(N)N)nn3)CC2)nc(N2CCN(C(=O)[C@H](Cc3ccc(O)cc3)n3cc(CCO)nn3)CC2)n1` gave proCasp7 act 2.0, proCasp3 act 2.4 and AHR activator 5.1.
O=C(N[C@@H](Cc1ccccc1)C(=O)O)c1ccncc1 was read as proCasp7 act 3.2, proCasp3 act 0.5 and AHR activator 0.5.
O=C(NCCc1cccs1)C1CC(c2c(Cl)cccc2Cl)=NO1 (stereo unspecified) was read as proCasp7 act -8.8, proCasp3 act 5.4 and AHR activator 28.8.
`C[C@H](CO)N1C[C@H](C)[C@@H](CN(C)Cc2ccncc2)Oc2c(NC(=O)Cc3ccccc3)cccc2C1=O` gave proCasp7 act 1.2, proCasp3 act 6.9 and AHR activator -0.5.
`C[C@H](CO)N1C[C@H](C)[C@@H](CN(C)S(=O)(=O)c2ccccc2)Oc2c(NC(=O)C3CCCCC3)cccc2C1=O` gave proCasp7 act 2.4, proCasp3 act 2.0 and AHR activator 0.8.
